Screens (PubChem BioAssay)
Tb PFK inh = blocks T. brucei phosphofructokinase; O15648; T. brucei PFK, ADP-Glo luminescence; Potency, µM (series often up to 57.5 µM), without a hit: top-dose activity, negative = inhibition, most hits filed as inhibitors; actives 0.17% (n = 330,000); AID 485367;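 further: potency means the concentration at half of the fitted maximal effect; 0% = uninhibited 1x PFK enzyme wells and -100% = no-enzyme wells; nearly all actives have a fitted effect of over 60% in size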
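1.25 nM PFK with 0.5 mM F6P and 0.1 mM ATP in 0.1 M TEA pH 8.0, 5 mM MgCl2, incubated 45 min at room temperature; ADP measured by ADP-Glo luminescence; compounds titrated up to 57 uM.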
USP2a inh = inhibitors of human ubiquitin-specific protease USP2a. USP2 core, Ub-CHOP2 coupled fluorogenic reporter, 485/531. Potency, µM (titrated, usually from 38.3 µM), for the others: at the highest dose activity change, negative = inhibition, most hits filed as inhibitors. actives 0.01% (n = 330,000);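 further: potency means the concentration at half of the fitted maximal effect; plate controls were DMSO wells for no effect and full inhibition by NEM control for full effect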
Target sequence (O75604 whole entry, looked up): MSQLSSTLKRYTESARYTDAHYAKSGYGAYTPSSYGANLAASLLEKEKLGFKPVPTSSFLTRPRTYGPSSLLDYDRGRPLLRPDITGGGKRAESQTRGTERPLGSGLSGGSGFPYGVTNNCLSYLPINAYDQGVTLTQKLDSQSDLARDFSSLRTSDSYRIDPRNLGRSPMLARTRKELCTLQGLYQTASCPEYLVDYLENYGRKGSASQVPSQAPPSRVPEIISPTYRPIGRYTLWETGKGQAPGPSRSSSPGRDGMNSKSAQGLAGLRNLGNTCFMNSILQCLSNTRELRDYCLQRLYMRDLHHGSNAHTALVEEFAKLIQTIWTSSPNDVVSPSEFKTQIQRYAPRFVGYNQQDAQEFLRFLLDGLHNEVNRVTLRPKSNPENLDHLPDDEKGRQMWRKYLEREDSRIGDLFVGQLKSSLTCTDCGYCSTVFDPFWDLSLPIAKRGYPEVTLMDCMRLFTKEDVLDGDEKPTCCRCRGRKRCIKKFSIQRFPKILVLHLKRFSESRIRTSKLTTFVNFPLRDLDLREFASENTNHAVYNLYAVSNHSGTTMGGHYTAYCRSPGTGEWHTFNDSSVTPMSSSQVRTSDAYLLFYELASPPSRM
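Deubiquitinase activity read as fluorescence (485/531 nm) after Ub-CHOP2 cleavage activates the enterokinase reporter on its substrate; USP2 core 10nM, Ub-CHOP2 and substrate 25nM each, 30min compound preincubation then 60min RT; data normalized to NEM, curves fitted.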
uPA surface inh = inhibitors of cell surface uPA generation | cell surface uPA generation assay, qHTS | Potency, µM (doses to about 38.3 µM), for inactives: at the highest dose activity change, negative = inhibition, hits mostly inhibitors | actives 0.31% (n = 330,000) | AID 540303; active means well fitted inhibition curve with a large enough effect; inconclusive means small, poorly fitted or top-dose-only effect; inactive means no such curve, though single readings can be large or run the other way; tested in mouse RAW 264.7 cells; further: potency means the concentration at half of the fitted maximal effect; on the % scale 0 is the no-effect control and ±100 the full control effect; nearly all actives have a fitted effect of over 55% in size
ELG1 DNA repair = ELG1-dependent DNA repair inhibition | HEK293T ELG1-luciferase reporter, luminescence, 16 h; DNA damage induced by 5-fluorouridine | Potency, µM (highest dose often 46.1 µM), for inactives: at the top dose activity change, negative = inhibition, hits mostly inhibitors | actives 2.3% (n = 330,000) | AID 504467; further: potency means the concentration at half of the fitted maximal effect; on the % scale 0 is the no-effect control and ±100 the full control effect; nearly all actives have a fitted effect of over 55% in size
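Step one: seed 2,000 cells per well. Step two: pin-transfer compound or DMSO alongside 5-fluorouridine. Step three: incubate 16 hr, 37 °C, 5% CO2. Step four: add ONE-Glo, wait 30 min, read luminescence.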
Mito fusion act = mitochondrial division inhibition or fusion activation; Potency, µM (top dose mostly 46.1 µM), for the others: top-dose growth rescue (activation), usual class: activators; AID 485298; actives 0.23% (n = 320,000); S. cerevisiae fusion-defective mutant growth rescue, CellTiterGlo 48 h;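 further: potency means the concentration at half of the fitted maximal effect; % of control where 0% means no effect; nearly all actives have a fitted effect of over 45% in size; temperature-sensitive fusion mutants such as fzo1-1 at 37 °C on non-fermentable ethanol glycerol medium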
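Temperature-sensitive fusion-defective S. cerevisiae (e.g. fzo1-1, mgm1-5) were grown with compound in YPEG medium (3% ethanol, 3% glycerol) for 48 hours at 37C. Growth rescue was measured as viability by CellTiterGlo luminescence after 10 minutes at ambient.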
BCR signal inh = inhibitors of chronic active B-cell receptor signaling; ABC-DLBCL IkBa-CBG/CBR reporter, luminescence ratio, 4 h; Potency, µM (series often up to 46.1 µM), for the others: at the highest dose ratio change, negative = lower green/red ratio, actives largely listed as inhibitors; actives 0.05% (n = 340,000); AID 493014; active means well fitted inhibition curve with a large enough effect in the signal ratio, with a control signal flat, not every such curve was filed as active; inconclusive means small, poorly fitted or top-dose-only effect, or effect the other way, or a change in a side signal; the % refers to the signal ratio;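 further: potency means the concentration at half of the fitted maximal effect; plate controls were basal doxycycline-induced cells for no effect and cells given 10 µM MG132 for full effect; MG132 reads +100%, hits lower the ratio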
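Cell line TMD8 (human ABC DLBCL), stably expressing tet-inducible CBG68-IkBa fusion and CBR; IMDM/0.5% FBS; cpd up to 46 uM; dox induction, 4 h, 37C/5% CO2; dual luminescence; green/red ratio; MG132 control.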
Eya2 inh = inhibitors of human Eya2 phosphatase activity; actives 0.006% (n = 330,000); recombinant Eya2, OMFP fluorescence dephosphorylation (OMFP is methylfluorescein phosphate); Potency, µM (series often up to 76.9 µM), for the others: at the top dose activity, negative = inhibition, most hits filed as inhibitors; O00167; further: potency means the concentration at half of the fitted maximal effect; on the % scale 0 is the no-effect control and ±100 the full control effect
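Eya2 (0.2 uM) preincubated 10 min at ambient with compound, then OMFP substrate added at 50 uM; 10 min reaction in 50 mM HEPES pH 7.5, 50 mM NaCl, 5 uM MgCl2, 0.05% BSA, 1 mM DTT. Fluorescence read at Ex 485/Em 525 nm.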
B2AR arrestin = beta2AR (human) beta-arrestin recruitment activity. P07550. beta-arrestin recruitment to beta2AR, cell-based reporter. Potency, µM (top dose mostly 46.1 µM), inactives show top-dose activation, hits mostly activators. actives 0.02% (n = 330,000);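 further: potency means the concentration at half of the fitted maximal effect; 0% = DMSO controls and full agonism = EC100 isoproterenol or metaproterenol; nearly all actives have a fitted effect of over 65% in size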
Target sequence (P07550 whole entry, looked up): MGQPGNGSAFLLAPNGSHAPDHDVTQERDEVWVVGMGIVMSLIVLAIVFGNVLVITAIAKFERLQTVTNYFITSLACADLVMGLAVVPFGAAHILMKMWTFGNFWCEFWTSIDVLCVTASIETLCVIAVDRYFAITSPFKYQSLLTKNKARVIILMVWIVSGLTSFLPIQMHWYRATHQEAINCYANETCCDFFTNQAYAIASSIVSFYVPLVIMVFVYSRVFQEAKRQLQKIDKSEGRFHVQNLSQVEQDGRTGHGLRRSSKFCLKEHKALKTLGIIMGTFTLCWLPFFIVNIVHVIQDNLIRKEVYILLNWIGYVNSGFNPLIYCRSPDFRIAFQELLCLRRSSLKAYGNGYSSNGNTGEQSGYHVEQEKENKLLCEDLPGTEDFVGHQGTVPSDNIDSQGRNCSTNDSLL
PTAP TSG101 blk = blocks PTAP/TSG101 interaction to inhibit HIV-1 budding; Q99816; Fluorescence polarization, FITC-PTAP peptide / Tsg101 binding; Potency, µM (doses to about 115 µM), for the others: at the top dose activity change, negative = inhibition, usual class: inhibitors; 340,000 tested, under 10 active; active means well fitted inhibition curve with a large enough effect in the main read-out, with a control signal flat, not every such curve was filed as active; inconclusive means small, poorly fitted or top-dose-only effect, or effect the other way, or a change in a side signal; inactive means no such curve, though single readings can be large or run the other way; further: potency means the concentration at half of the fitted maximal effect; % of control where 0% means no effect
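Fluorescence anisotropy tracks displacement of a FITC-tagged PTAP peptide (50 nM) from the Tsg101 binding domain (10 uM), following a 20 min room-temperature incubation at pH 7.5.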
TCR act = activates T cell receptor signaling; AID 504894; 330,000 tested, under 10 active; primary human leukocytes, anti-CD3, IL-2 HTRF, 48 h; Potency, µM (doses to about 9.22 µM), inactives show at the top dose activation of IL-2 secretion, actives largely listed as activators; further: % of control where 0% means no effect
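Activity was scored as IL-2 release from primary human leukocytes given only a TCR signal (a-CD3 beads) plus compound for 48 hr. Detection used a two-antibody HTRF format read at 665nm.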
TSHR antagonist = human thyrotropin receptor antagonism; P16473; TSHR-expressing cells, TSH-stimulated cAMP HTRF, 2 h; stronger effect = lower value; activity change, negative = inhibition, % at 11.5 µM; actives 0.2% (n = 330,000); AID 504810;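 active means activity change below a set negative limit, meaning inhibition stronger than a set level, cut at about -70% in these data; inconclusive means activity change between two set negative limits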; further: on the % scale 0 is the no-effect control and ±100 the full control effect
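Cell-based HTRF cAMP assay; TSHR cells + compound, TSH EC80 (4nM final), 2 h, 37 deg C. Lysis with anti-cAMP cryptate and cAMP-d2, 30 min RT, read 665/620 nm.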
Starred values were filed as active, the others as inactive; ? = inconclusive; . = no result given; [ ] = another dose, or the depositor's remark. Unless noted, the call rests on the fitted dose curve; in most records, active means well fitted curve in the direction sought with a large enough effect; inconclusive means small, poorly fitted or top-dose-only effect, or another doubt; inactive means no such curve, though single readings can be large; an effect the other way counts as inactive or inconclusive. Compounds as they come; overall some 3% were active at least once.

SMILES | Tb PFK inh | USP2a inh | uPA surface inh | ELG1 DNA repair | Mito fusion act | BCR signal inh | Eya2 inh | B2AR arrestin | PTAP TSG101 blk | TCR act | TSHR antagonist
CN(C)C(=O)c1ccc(NC(=O)c2cc(-n3cnnc3)ccc2Cl)cc1 | 0% | -1% | 3% | 5% | -6% | 4% | 3% | -0.1% | 2% | -4%[46.1 µM] | -6
COc1ccc(C)cc1NC(=O)C(c1ccccc1)N1CCN(CC(=O)NC2CC2)CC1 (stereo unspecified) | -2% | 6% | -8% | -25% | -6% | -12% | -37% | 0.0% | -1% | 10% | 10
O=C(O)c1cnc(-c2ccccc2)nc1-c1ccccc1 | 0% | 2% | 1% | 2% | 4% | 7% | 24% | 0.3% | -3% | -3% | 3
Clc1ccccc1Nc1nc(-c2cccnc2)cs1 | -5% | -6% | -4% | ? | 16% | ? | -5% | -0.2% | -4% | 3% | 36
Fc1cccc(Cl)c1CSC1=NCCS1 | 3% | 2% | -1% | 2% | -6% | -14% | 8% | 0.3% | -1% | -2% | -2
O=C(Nc1ccc(S(=O)(=O)Nc2ncccn2)cc1)C1CC(=O)N(c2ccc(Cl)cc2)C1 (stereo unspecified) | -21% | -1% | 0% | 0% | 3% | 4% | 7% | -0.1% | 0% | -21% | -2
O=C(NCC1CCCO1)C1CCCN(Cc2cnn(-c3ccccc3)c2-n2cccc2)C1 (stereo unspecified) | -6% | 4% | 1% | -7% | -4% | ? | 9% | -0.3% | -1% | 3% | -2
Cc1sc2nc(CSc3ccccc3)nc(N3CCN(C)CC3)c2c1C | 0% | 1% | 6% | -29% | -9% | 1% | -4% | -0.6% | -4% | -3%[46.1 µM] | -6
CCCOc1ccc(-c2c(=O)n(OCc3ccc([N+](=O)[O-])cc3)c3ccccc3[n+]2[O-])cc1 | -9% | 0% | 0% | 26% | -2% | ? | -2% | -0.5% | -2% | -5%[46.1 µM] | 2
CCOc1cc(CN2CCCC(N3CCN(c4ccc(F)cc4)CC3)C2)ccc1OC (stereo unspecified) | -3% | -1% | ? | 0% | -4% | -1% | 7% | -0.1% | -2% | 4% | 2
Nc1nc(NC(=O)c2ccc(F)cc2)ns1 | -2% | 0% | -11% | ? | 1% | ? | 9% | -0.2% | -3% | -6% | -5
O=C(NC(=S)NCCc1ccccc1)C1CCCCC1 | -1% | 3% | -4% | ? | 17% | ? | -2% | -3.5% | -2% | 1%[46.1 µM] | -9
CCOC(=O)Cn1cc(/C=N/NC(=O)c2ccc(C#N)cc2F)c2ccccc21 | 1% | 3% | . | -2% | -2% | -21% | 0% | -0.1% | 4% | . | -7
COc1ccc(CNC(=O)CNC(=O)CNS(=O)(=O)c2ccc(C)c(C)c2)cc1 | 2% | 2% | -10% | 4% | -3% | -11% | 8% | 0.0% | -1% | 4% | 12
C=CCNC(=S)NNC(=O)COc1cccc(Cl)c1 | 4% | -1% | . | 4% | -5% | 18µM* | -7% | -0.5% | -6% | -7% | 9
CCCCCCc1nnc(NC(=O)OCC)s1 | 2% | -2% | . | 12% | 0% | ? | -8% | 2.7% | -2% | -1% | -5
CCN1CCc2c(sc(NC(=O)c3ccc(S(=O)(=O)N(C)c4ccccc4)cc3)c2C(=O)NC)C1 | 3% | -1% | -9% | ? | 0% | 0% | 3% | 5.7% | ? | 8% | -4
CCCCOc1ccc(-c2cc(C(F)(F)F)c(C#N)c(SCC(=O)O)n2)cc1 | -1% | 0% | 1% | -12% | 29% | 0% | 5% | -0.4% | -28% | 6% | -12
CN(C)C(CNC(=O)C1CCN(S(=O)(=O)c2cccc(C(F)(F)F)c2)CC1)c1ccccc1 (stereo unspecified) | 0% | 1% | 1% | -4% | -1% | -1% | -1% | 0.1% | -3% | 3% | -2
CN(Cc1cnn(-c2ccccc2)c1)C(=O)C1CCC(=O)N(C2CC2)C1 (stereo unspecified) | 1% | 0% | 6% | -1% | 0% | -2% | 10% | -0.8% | 0% | -4% | -3
CCS(=O)(=O)c1ccc(-c2csc(-c3ccccc3Cl)n2)c(Cl)c1Cl | -8% | 1% | -2% | 6% | -8% | -4% | -30% | 0.0% | -1% | -3% | -3
CC(=O)c1cccc(NC(=S)NNC(=O)c2ccco2)c1 | -1% | -2% | 2% | ? | 3% | ? | 1% | -0.1% | -1% | 3% | 4
O=C(O)CNC(=S)N(Cc1ccc(F)cc1)C1CCCCC1 | -3% | 1% | 2% | 10% | 6% | 3% | -23% | 0.3% | 2% | -13% | -8
OCc1cn(Cc2ccc(O)c3ncccc23)cn1 | -2% | 1% | . | . | 7% | 14% | 0% | -1.1% | . | . | 13
Cc1cc(NC(=S)Nc2ccccc2)ccc1Br | -1% | -2% | -19% | 9% | -13% | ? | -6% | 0.0% | -12% | -5% | 3
CCOC(=O)[C@H]1[C@H]2COc3ccc(C)cc3[C@@H]2N2C(=O)CN(Cc3ccccc3)C(=O)[C@@]12C | 1% | 1% | -2% | -18% | -7% | -2% | 7% | 0.3% | -2% | 16% | -30
O=C(O)CCN1C(=O)/C(=C\c2cccc(Oc3ccccc3)c2)SC1=S | 0% | 0% | 8% | 27% | 6% | ? | 6% | 0.4% | -7% | 3% | -7
Cc1ccc(S(=O)(=O)NNC(=O)C2COc3ccccc3O2)cc1 (stereo unspecified) | 5% | 3% | 0% | -3% | -5% | 3% | -1% | -0.6% | -3% | 5%[46.1 µM] | -3
O=C(CCCC(=O)N(CC(=O)NC1CCCCC1)CC1CCCO1)Nc1ccccn1 (stereo unspecified) | -3% | 1% | -2% | -1% | -2% | -1% | 17% | -0.1% | 0% | 0% | 7
N#Cc1c(-c2cccc(Cl)c2)[nH]c(=S)[nH]c1=O | -3% | -3% | 3% | 10% | 3% | 12% | -3% | -0.4% | -2% | 1% | 13
COc1ccc(C(=O)Nc2ccccc2C(=O)N2CCOCC2)cc1OC | -6% | 0% | 0% | -1% | 11% | 1% | -9% | -0.1% | -4% | 1% | -8
CCN(CC)CCCNC(=S)N(CCO)Cc1cc2cc3c(cc2[nH]c1=O)OCO3 | -5% | 1% | 16% | -12% | -1% | 2% | 9% | -0.5% | -3% | -4% | -4
COc1cc(/C=N/n2nnnc2N)ccc1O | 3% | 4% | -2% | ? | 2% | -1% | 14%[15.4 µM] | -0.3% | 1% | 2% | 2
O=C1c2ccccc2C(O)N1c1ccccc1 (stereo unspecified) | 1% | 1% | -1% | ? | 0% | -1% | 2% | -0.2% | 2% | . | 13
Cc1cc([N+](=O)[O-])ccc1NC(=S)NC(=O)C(c1ccccc1)c1ccccc1 | -1% | 0% | -3% | ? | -10% | ? | -9% | -0.2% | -4% | -1% | 0
O=C(Nc1ccccc1Cl)NC1(C(=O)NCC2CCCO2)CCCCC1 (stereo unspecified) | 3% | 1% | 4% | 9% | 0% | 1% | 2% | 0.4% | -7% | 8% | 11
CCC(=O)CCC(=O)c1ccc2ccccc2c1 | -5% | 1% | 0% | ? | -8% | -4% | -9% | -1.5% | -4% | 0%[46.1 µM] | -6
Cc1nc2ccc(C(=O)c3ccccc3)cc2[nH]1 | -3% | 0% | 4% | ? | 18% | ? | 21% | -0.1% | -8% | -1% | 0
Cc1sc2ncnc(NCc3cccs3)c2c1C | -4% | -1% | -4% | 7% | -12% | ? | -9% | -0.2% | -8% | -4% | -30
C#CCOCCOCCOCCNc1nc(N2CCN(C(=O)[C@H](CCCCN)n3cc(CN)nn3)CC2)nc(N2CCN(C(=O)[C@H](CO)n3cc([C@@H](N)C(C)C)nn3)CC2)n1 | 0% | 1% | 5% | ? | . | 1% | -11% | -1.6% | -4% | 7% | 6
CCN1CCN(C(=O)CN(C)S(=O)(=O)c2ccc3ccccc3c2)CC1 | -8% | 1% | 0% | 12% | 3% | -4% | 10% | -0.3% | -1% | 4% | 3
O=C(Nc1ccccn1)c1cc(-c2ccc(Cl)s2)nc2ccccc12 | 0% | 0% | -9% | ? | 4% | 7% | 15% | 3.4% | -1% | -4% | -20
COc1ccc(N2CCN(C(=O)c3ccc(NS(=O)(=O)c4cccc(F)c4)cc3)CC2)cc1 | 2% | 0% | . | -24% | -3% | ? | -21% | 0.3% | -14% | 0% | -13
